N370S GC = qHTS Assay for Inhibitors and Activators of N370S glucocerebrosidase as a Potential Chaperone Treatment of Gaucher Disease | Lysosomal acid glucosylceramidase (Homo sapiens), P04062 | N370S GC spleen homogenate, 4MU-glucoside fluorescence | Potency, µM (series often up to 59.4 µM), for inactives: top-dose activity change, negative = inhibition, most hits filed as inhibitors | actives 0.092% (n = 330,000) | AID 2101, 2009;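 further: 0% = full enzyme activity and -100% = no enzyme basal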
TDP1 block = qHTS Assay for Inhibitors of Tyrosyl-DNA Phosphodiesterase (TDP1). recombinant TDP1, AlphaScreen DNA substrate cleavage. Tyrosyl-DNA phosphodiesterase 1 (Homo sapiens), Q9NUW8. Potency, µM (titrated, usually from 130 µM), for the others: top-dose activity change, negative = inhibition, hits mostly inhibitors. actives 0.28% (n = 350,000); further: nearly all actives have a fitted effect of over 40% in size
Target sequence (Q9NUW8 whole entry, looked up): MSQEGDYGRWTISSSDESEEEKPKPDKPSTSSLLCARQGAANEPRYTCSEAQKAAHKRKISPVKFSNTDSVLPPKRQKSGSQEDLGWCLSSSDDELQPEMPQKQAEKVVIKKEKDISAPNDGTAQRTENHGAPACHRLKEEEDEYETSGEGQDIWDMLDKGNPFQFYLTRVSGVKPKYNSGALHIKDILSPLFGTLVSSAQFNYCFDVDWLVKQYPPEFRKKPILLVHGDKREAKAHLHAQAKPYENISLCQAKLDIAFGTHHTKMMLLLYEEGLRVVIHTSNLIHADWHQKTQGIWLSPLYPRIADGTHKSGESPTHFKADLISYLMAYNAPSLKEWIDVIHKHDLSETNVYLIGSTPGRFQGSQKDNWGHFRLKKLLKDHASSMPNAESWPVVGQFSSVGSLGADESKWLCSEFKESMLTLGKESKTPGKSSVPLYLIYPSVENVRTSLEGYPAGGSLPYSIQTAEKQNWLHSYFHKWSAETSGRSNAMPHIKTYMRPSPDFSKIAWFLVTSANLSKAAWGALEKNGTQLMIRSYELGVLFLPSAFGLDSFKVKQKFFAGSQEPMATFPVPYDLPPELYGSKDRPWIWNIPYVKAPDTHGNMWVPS
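Signal: AlphaScreen proximity between streptavidin donor and anti-FITC acceptor beads on intact substrate. Reaction: Tdp1 1 nM, substrate 15 nM final, 5 min RT after 15 min compound preincubation.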
DT40 TDP1 no CPT = qHTS for Inhibitors of human tyrosyl-DNA phosphodiesterase 1 (TDP1): qHTS in cells in absence of CPT | DT40 Tdp1-/- hTDP1 cells, no CPT, ATP luminescence, 48 h | Potency, µM (doses to about 46.2 µM), for the others: at the highest dose activity change, negative = growth inhibition, actives largely listed as inhibitors | actives 15% (n = 420,000); further: nearly all actives have a fitted effect of over 55% in size
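Growth of hTDP1-complemented DT40 Tdp1-knockout cells is measured by ATP luminescence after at least 48 hr compound exposure at 37 °C, with DMSO substituting for the 20 nM CPT used in the parallel screen.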
Active calls of the source: *; [ ] = remark or other dose. The call rests on the fitted dose curve; in most records, active means well fitted curve in the direction sought with a large enough effect; inconclusive means small, poorly fitted or top-dose-only effect, or another doubt; inactive means no such curve, though single readings can be large; an effect the other way counts as inactive or inconclusive. Unless noted, on the % scale 0 is the no-effect control and ±100 the full control effect; potency means the concentration at half of the fitted maximal effect.

CN(C)CCCNc1oc(-c2ccccc2)nc1C#N was read as N370S GC -1.6%, TDP1 block -3.0% and DT40 TDP1 no CPT -15.7%.
Screening O=C(Cc1ccccc1)N/N=C/c1ccc(S(=O)(=O)O)o1 returned N370S GC 4.9% and DT40 TDP1 no CPT -6.5%.
Screening CC(C)(C)c1cc(C(=O)N2CCc3ccccc32)ccn1 returned N370S GC -2.6%, TDP1 block 7.8% and DT40 TDP1 no CPT inconclusive.
For COc1ccccc1C(=O)Nc1ccc(S(=O)(=O)Nc2cnc3ccccc3n2)cc1 the results were N370S GC -6.6% and DT40 TDP1 no CPT -22.9%.
`CC(NC(=O)C1CCCN1C(=O)CN)C(=O)O` (configuration not stated) gave N370S GC -5.5% and TDP1 block 0.3%.
COc1ccc(NC(=O)c2cccnc2)cc1OCC(C)C was read as N370S GC -20.0% and DT40 TDP1 no CPT -14.4%.
For Cc1cccc2nc(CSc3ccccc3C(=O)O)cn12 the results were N370S GC -0.5%, TDP1 block 0.0% and DT40 TDP1 no CPT 2.4%.
CC(C)(C)c1ccc(Oc2nc3ccccn3c(=O)c2/C=C(\C#N)c2nc3ccccc3s2)cc1 was read as TDP1 block 6.3% and DT40 TDP1 no CPT inconclusive.
For CCc1ccc(C(=O)NC(=S)Nc2ccc3c(c2)OCCO3)cc1 the results were N370S GC 9.3%, TDP1 block 5.3% and DT40 TDP1 no CPT inconclusive.
O=C(NCC(c1ccco1)N1CCCC1)c1cn(-c2ccccc2)nc1-c1ccc(F)cc1 (configuration not stated) was read as N370S GC -2.8%, TDP1 block -20.9% and DT40 TDP1 no CPT 10.3µM*.
For CN(C)S(=O)(=O)c1ccc(NC(=O)COC(=O)c2ccccn2)cc1 the results were N370S GC 3.1%, TDP1 block 0.0% and DT40 TDP1 no CPT -8.2%.
Screening C[C@@H](C(=O)Nc1nc2ccc(F)cc2s1)N1C(=O)C2CC=CCC2C1=O (some centres not stated) returned N370S GC 14.8%, TDP1 block 6.9% and DT40 TDP1 no CPT -20.6%.
COc1ccccc1-n1ccnc1SCC(=O)NC1CCCC1 was read as N370S GC -12.2%, TDP1 block -12.3% and DT40 TDP1 no CPT -1.4%.
For O=C(NCC1CCCO1)c1ccccc1NS(=O)(=O)c1ccc(F)cc1 (configuration not stated) the results were TDP1 block 2.1% and DT40 TDP1 no CPT -10.1%.
`CC12CC(NC(=O)N1CCc1ccccc1)c1cc(Cl)ccc1O2` (configuration not stated) gave N370S GC 14.7%, TDP1 block -2.5% and DT40 TDP1 no CPT 20.6µM*.
Cc1sc2ncn(CCn3cnc4sc(C)c(C)c4c3=O)c(=O)c2c1C was read as N370S GC -2.3%, TDP1 block -3.3% and DT40 TDP1 no CPT 20.6µM*.
Screening COc1ccc(S(=O)(=O)N2CCOC2CNC(=O)C(=O)NCc2ccc(F)cc2)cc1OC (configuration not stated) returned N370S GC 0.8%, TDP1 block 2.5% and DT40 TDP1 no CPT inconclusive.
For COc1ccccc1NC(=S)NCCc1ccc(Cl)cc1 the results were N370S GC 17.1%, TDP1 block 0.0% and DT40 TDP1 no CPT inconclusive.
`COCCCNC(=O)c1c(NC(=O)c2nc(S(C)(=O)=O)ncc2Cl)sc2c1CCCC2` gave TDP1 block 2.5% and DT40 TDP1 no CPT 0.731µM*.
CC(C)Cn1c(N2CCN(C(=O)/C=C/c3ccccc3)CC2)nc2ccccc21 was read as N370S GC 14.1%, TDP1 block 6.2% and DT40 TDP1 no CPT 9.2µM*.
CC(C)(C)n1ncc2c(=O)n(Cc3ccc(Cl)cc3Cl)cnc21 was read as N370S GC 18.4%, TDP1 block -2.5% and DT40 TDP1 no CPT 14.6µM*.
`Cn1c(N)c(C(=O)COC(=O)C2CCC(C(C)(C)C)CC2)c(=O)n(C)c1=O` (configuration not stated) gave N370S GC 20.5%, TDP1 block 2.3% and DT40 TDP1 no CPT inconclusive.
CSc1ccccc1NC(=O)CN(C)CC(=O)Nc1ccc(S(=O)(=O)N2CCCC2)cc1 was read as TDP1 block 1.8% and DT40 TDP1 no CPT 8.8%.
`CCN1CCN(CCCNC(=O)C2c3ccccc3C(=O)N(C)C2c2ccc(OC)cc2)CC1` (configuration not stated) gave N370S GC 5.0%, TDP1 block 0.0% and DT40 TDP1 no CPT -17.2%.
Cc1ccc(CNC(=O)c2cc(=O)c3ccc(C)cc3o2)cc1 was read as N370S GC -5.5% and DT40 TDP1 no CPT -6.3%.
`Cc1ccc(C2=Nc3ccccc3N(CC(=O)Nc3cccc(F)c3)C(=O)C2)cc1C` gave TDP1 block 11.0% and DT40 TDP1 no CPT 18.4µM*.
Screening CC1CCCC(C)N1C(=O)COC(=O)CNC(=O)C12CC3CC(CC(C3)C1)C2 (configuration not stated) returned N370S GC 4.3%, TDP1 block -3.7% and DT40 TDP1 no CPT 3.7%.
Screening O=C(Nc1cccc(C(=O)O)c1)/C(=C\c1ccco1)NC(=O)c1ccc(Br)o1 returned N370S GC inconclusive, TDP1 block 5.9% and DT40 TDP1 no CPT 11.7%.
`O=C(Nc1ccc2c(c1)oc1ccc(S(=O)(=O)N3CCCC3)cc12)C1CC1` gave N370S GC -13.3%, TDP1 block 0.0% and DT40 TDP1 no CPT inconclusive.
CC(=O)Nc1ccc(C(=O)COC(=O)C2CCCCC2)c(F)c1 was read as TDP1 block 0.2% and DT40 TDP1 no CPT 3.5%.

Five entries out of the list, ordered by heavy-atom count, largest number first.
`CCN1CCN(CCCNC(=O)C2c3ccccc3C(=O)N(C)C2c2ccc(OC)cc2)CC1` (configuration not stated) gave N370S GC 5.0%, TDP1 block 0.0% and DT40 TDP1 no CPT -17.2%.
CSc1ccccc1NC(=O)CN(C)CC(=O)Nc1ccc(S(=O)(=O)N2CCCC2)cc1 was read as TDP1 block 1.8% and DT40 TDP1 no CPT 8.8%.
`Cc1ccc(C2=Nc3ccccc3N(CC(=O)Nc3cccc(F)c3)C(=O)C2)cc1C` gave TDP1 block 11.0% and DT40 TDP1 no CPT 18.4µM*.
Screening O=C(Nc1cccc(C(=O)O)c1)/C(=C\c1ccco1)NC(=O)c1ccc(Br)o1 returned N370S GC inconclusive, TDP1 block 5.9% and DT40 TDP1 no CPT 11.7%.
Cc1ccc(CNC(=O)c2cc(=O)c3ccc(C)cc3o2)cc1 was read as N370S GC -5.5% and DT40 TDP1 no CPT -6.3%.

Next results:
COC(=O)CSc1nc2ccccc2c(=O)n1C was read as N370S GC -0.3%, TDP1 block 4.8% and DT40 TDP1 no CPT 2.8%.
Screening COc1cc(C#N)ccc1OCC(=O)Nc1ccc(C)c(S(=O)(=O)N2CCOCC2)c1 returned N370S GC 19.2%, TDP1 block -2.7% and DT40 TDP1 no CPT inconclusive.
O=C(N/N=C/c1ccco1)c1ccc(NC(=O)c2ccccc2Cl)cc1 was read as N370S GC -22.5%, TDP1 block -5.1% and DT40 TDP1 no CPT -23.5%.
For CC(=O)Nc1sc(C)c(C)c1C(=O)OCCOc1ccccc1 the results were N370S GC inconclusive, TDP1 block -3.7% and DT40 TDP1 no CPT inconclusive.
Screening O=C(COC(=O)c1cccc(S(=O)(=O)N2CCc3ccccc3C2)c1)NCc1ccco1 returned N370S GC 1.4%, TDP1 block -7.0% and DT40 TDP1 no CPT -21.5%.
For Cc1nn(-c2ccccc2)c(C)c1NC(=O)COc1ccc(Cl)cc1Cl the results were N370S GC 7.3%, TDP1 block 1.1% and DT40 TDP1 no CPT 9.2µM*.
Screening NC(=O)[C@H]1CC2(CC(c3cccc(NC(=O)COc4ccc(Cl)cc4)c3)=NO2)CN1C(=O)[C@H]1CCC(=O)N1 (some centres not stated) returned N370S GC -8.7%, TDP1 block 5.9% and DT40 TDP1 no CPT -34.2%.
CCc1ccc(C(=O)Nc2nc(C)cs2)s1 was read as N370S GC -4.8%, TDP1 block 1.0% and DT40 TDP1 no CPT 1.3%.
`O=C(COC(=O)CNS(=O)(=O)c1cccc(F)c1)NCCc1ccccc1` gave N370S GC -4.7%, TDP1 block 0.2% and DT40 TDP1 no CPT -4.6%.
Screening C=CCn1c(-c2cccc(OC)c2)n[nH]c1=S returned N370S GC 13.4%, TDP1 block 7.7% and DT40 TDP1 no CPT -2.6%.
Cc1cc(NC(=O)C2CC(c3cccc(Br)c3)=NO2)no1 (configuration not stated) was read as N370S GC 9.1%, TDP1 block -2.2% and DT40 TDP1 no CPT -0.9%.
For CC(C)(C)OC(=O)NS(=O)(=O)Nc1ccccc1Br the results were N370S GC 5.8% and TDP1 block 0.3%.
For NC(=O)c1ccsc1NC(=O)COC(=O)c1ccc([N+](=O)[O-])o1 the results were TDP1 block -11.1% and DT40 TDP1 no CPT -9.5%.
`CCOC(=O)C1=NN(c2ccccc2)C(c2ccccc2)CC1=O` (configuration not stated) gave N370S GC -3.0%, TDP1 block 7.7% and DT40 TDP1 no CPT -20.7%.
COc1ccc(-c2nnc(SCC3CCCO3)n2C)cc1 (configuration not stated) was read as N370S GC -0.4%, TDP1 block 2.6% and DT40 TDP1 no CPT -6.7%.
For CCCc1nc2oc3c(NCCOCCO)ncnc3c2c2c1COC(C)(C)C2 the results were N370S GC 5.2%, TDP1 block 3.2% and DT40 TDP1 no CPT inconclusive.
Screening O=C(NCCC1=CCCCC1)C1CCN(S(=O)(=O)c2ccccc2)CC1 returned N370S GC -10.7%, TDP1 block 0.0% and DT40 TDP1 no CPT -19.7%.
Screening COc1ccccc1CNc1nc(-c2ccco2)nn1S(=O)(=O)c1ccc(C)cc1 returned TDP1 block 3.6% and DT40 TDP1 no CPT inconclusive.
O=S(=O)(c1ccc(OC(F)(F)F)cc1)N1CCN(c2nc(-c3ccccc3)nc3ccccc23)CC1 was read as TDP1 block 0.6% and DT40 TDP1 no CPT -20.1%.
`COc1ccc(-c2nn(CCC#N)cc2/C=N/O)cc1` gave N370S GC -1.3%, TDP1 block -1.6% and DT40 TDP1 no CPT -3.9%.
For CC(NC(=O)CCNC(=O)N1CCn2c1nc1ccccc12)c1ccccc1 (configuration not stated) the results were N370S GC -5.4%, TDP1 block 1.4% and DT40 TDP1 no CPT inconclusive.
Screening CC(C)C(NS(=O)(=O)c1cccs1)C(=O)N1CCc2ccccc2C1 (configuration not stated) returned N370S GC 3.7%, TDP1 block 1.0% and DT40 TDP1 no CPT -26.4%.
For COc1ccc2oc(C(=O)N3CCN(S(=O)(=O)c4cccc([N+](=O)[O-])c4)CC3)c(C)c2c1 the results were N370S GC -6.5%, TDP1 block 2.8% and DT40 TDP1 no CPT 14.6µM*.
CC(=O)CCc1ccc2oc(C(=O)O)c(C)c2c1 was read as N370S GC -11.9%[2.35 µM], TDP1 block -1.0% and DT40 TDP1 no CPT -11.8%.
Screening O=C(NC1CCCCCC1)c1cccs1 returned N370S GC 5.0%, TDP1 block 0.0% and DT40 TDP1 no CPT -19.6%.
For CC(=O)Nc1ccc(SCC(CC(C)C)N2CCN(CC(C)C)CCC2=O)cc1 (configuration not stated) the results were N370S GC -2.0% and TDP1 block 0.9%.
Screening Cc1[nH]n(-c2ccccc2)c(=O)c1C=NCCc1ccccc1 returned N370S GC -5.5%, TDP1 block 9.6% and DT40 TDP1 no CPT -23.1%.
Screening CCN(CC)S(=O)(=O)N1CCC(C(=O)NCC2COc3ccccc3O2)CC1 (configuration not stated) returned N370S GC -1.1%, TDP1 block 4.9% and DT40 TDP1 no CPT inconclusive.
`CN1CCC(=O)N(CCOc2ccccc2)CC1` gave N370S GC 0.2% and DT40 TDP1 no CPT 1.1%.
For Cc1cc(N)n(-c2nc3ccccc3s2)n1 the results were N370S GC -11.1%, TDP1 block 2.8% and DT40 TDP1 no CPT -27.3%.
Cc1ccc(CSCc2ccc(C(=O)NCC3CCCO3)o2)cc1 (configuration not stated) was read as N370S GC 0.1%, TDP1 block -1.2% and DT40 TDP1 no CPT 13.2%.
CCCc1nnc(NC(=O)CCC(=O)NCc2ccccc2)s1 was read as N370S GC 2.6%, TDP1 block 1.4% and DT40 TDP1 no CPT 5.6%.
For O=C(COCC(=O)N/N=C/c1ccccc1F)N/N=C/c1ccccc1F the results were N370S GC 2.1%, TDP1 block 1.8% and DT40 TDP1 no CPT inconclusive.
For CCN(C[C@H]1N[C@@](Cc2ccccc2)(C(=O)OC)[C@H]2C(=O)N(Cc3ccccc3)C(=O)[C@@H]12)C(=O)C1CCCCC1 the results were TDP1 block -0.3% and DT40 TDP1 no CPT 13µM*.
`O=C(Cl)COCc1ccccc1` gave N370S GC 1.6% and TDP1 block 8.9%.
Screening CN(C)N1C(=O)CC(N2CCCCC2)C1=O (configuration not stated) returned N370S GC 0.0%, TDP1 block -1.2% and DT40 TDP1 no CPT inconclusive.
For O=C(Nc1ccc(N2CCN(Cc3ccccc3Cl)CC2)cc1)c1cccnc1 the results were N370S GC -1.9%, TDP1 block 3.1% and DT40 TDP1 no CPT -17.2%.

The list is partial, so the mix of outcomes need not match the whole.
